Screening results (PubChem BioAssay)
PME-1 primary: blocks human protein phosphatase methylesterase 1 | recombinant PME-1, FP-Rh probe fluorescence polarization | inhibition, % at 5.9 µM | hit rate 0.53% among 320,000;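 active = inhibition above the campaign mean of all compounds plus 3 SD, cut at about 26% in these data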;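 note: competitive labeling of PME-1 active site by serine hydrolase directed probe; 0% = PME-1 with DMSO and 100% = wells lacking PME-1 enzyme; inhibitors block probe labeling so polarization falls and inhibition rises; many of its hits are not listed in these tables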
Bcl-xL primary: inhibitors of human Bcl-xL | Q07817 | GST-Bcl-xL / FITC-Bim BH3 peptide fluorescence polarization | inhibition, % at 10.9 µM | hit rate 0.7% among 320,000 | AID 2129;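 active = inhibition above the mean of all tested compounds plus 3 SD, cutoff set per campaign, cut at about 30% in these data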;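 note: 0% = DMSO wells and 100% = unlabeled Bim-BH3 peptide competitor; inhibitors lower millipolarization by displacing the labeled peptide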
Target sequence (Q07817 whole entry, looked up): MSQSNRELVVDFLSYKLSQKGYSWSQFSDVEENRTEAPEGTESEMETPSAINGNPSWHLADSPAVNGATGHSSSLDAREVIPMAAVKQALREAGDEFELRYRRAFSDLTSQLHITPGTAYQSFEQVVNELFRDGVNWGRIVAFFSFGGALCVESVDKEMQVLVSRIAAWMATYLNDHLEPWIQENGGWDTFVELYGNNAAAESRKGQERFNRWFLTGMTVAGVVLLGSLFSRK
Fam108B counter: counter-screen for RBBP9 inhibitors: inhibitors of mouse Fam108B. recombinant Fam108B, FP-Rh probe fluorescence polarization. inhibition, % at 9.51 µM. hit rate 0.33% among 300,000. AID 1947;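 active = inhibition above the screen mean inhibition plus 3 SD, computed separately per campaign, cut at about 18% in these data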;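 note: inhibitors lower polarization as less probe binds the enzyme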
TPT1 inhibitor: inhibitors of Candida albicans tRNA 2'-phosphotransferase TPT1. hit rate 0.81% among 300,000. inhibition, % at 5 µM. recombinant caTPT1, FP RNA substrate dephosphorylation;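 active = inhibition above the mean of all tested compounds plus 3 SD, set per screening campaign, cut at about 24% in these data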;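 note: plate controls were DMSO alone for no effect and ferristatin control at 100 nM for full effect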
PAD4 FP inh: blocks human protein arginine deiminase 4 | Q9UM07 | recombinant PAD4, RCA probe fluorescence polarization | inhibition, % at 6.36 µM | hit rate 0.41% among 330,000 | AID 485272;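 active = percent inhibition above a cutoff equal to the mean of all tested compounds plus 3 SD, cut at about 15% in these data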;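 note: 0% = PAD4 with RCA probe and DMSO and 100% = probe without PAD4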
GLD-1 RNA inh: GLD-1-TGE RNA interaction inhibition (C. elegans). Q17339. purified GLD-1 + fluorescein TGE RNA, fluorescence polarization. inhibition, % at 5.96 µM. hit rate 0.44% among 320,000;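 active = percent inhibition above a per-plate cutoff, the plate mean of test compounds plus 3 SD, cut at about 30% in these data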;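 note: 0% = DMSO wells with GLD-1 and probe and 100% = wells lacking GLD-1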
GSTO1 inh: GSTO1 inhibition, counter-screen for RBBP9 inhibitors | P78417 | recombinant GSTO1, activity-based probe fluorescence polarization | inhibition, % at 5.96 µM | hit rate 1.1% among 300,000 | AID 1974;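 active = inhibition above the campaign mean inhibition plus 3 SD, cut at about 35% in these data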;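 note: 0% = GSTO1-1 with DMSO and 100% = wells lacking GSTO1-1 enzyme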
MEX-5 binding: C. elegans MEX-5 TCR-2 RNA binding activity; Q9XUB2; MEX-5/FITC-TCR2 RNA binding, fluorescence polarization; hits give low values; activity score (negative = inhibition of binding), % at 10 µM; hit rate 0.38% among 300,000; AID 1832;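 active = inhibition past about -25% in most replicates, and total fluorescence under double the plate's negative control median, limit read from the data; inconclusive = replicates evenly split on the limit, or fluorescence at least double controls; inactive = too little inhibition in most replicates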;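 note: 0% = DMSO and -100% = 5 µM competing unlabeled TCR2 RNA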
Target sequence (Q9XUB2 whole entry, looked up): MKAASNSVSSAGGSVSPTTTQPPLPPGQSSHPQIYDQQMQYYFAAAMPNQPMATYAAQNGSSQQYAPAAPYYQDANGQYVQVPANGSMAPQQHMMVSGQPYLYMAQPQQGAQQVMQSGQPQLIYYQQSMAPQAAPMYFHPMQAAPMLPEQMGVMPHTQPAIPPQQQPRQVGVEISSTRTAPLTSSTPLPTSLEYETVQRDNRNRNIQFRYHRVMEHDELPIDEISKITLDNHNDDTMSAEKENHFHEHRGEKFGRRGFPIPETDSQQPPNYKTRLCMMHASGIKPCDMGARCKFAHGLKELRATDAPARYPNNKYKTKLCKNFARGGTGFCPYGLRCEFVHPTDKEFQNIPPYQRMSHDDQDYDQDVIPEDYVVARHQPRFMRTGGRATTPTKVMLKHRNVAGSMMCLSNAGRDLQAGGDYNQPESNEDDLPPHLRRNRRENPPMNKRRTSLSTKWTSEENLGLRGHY
MCL1 BIM primary: disrupts human MCL1 binding to BIM-BH3 peptide; Q07820; GST-MCL1 / FITC-Bim-BH3 fluorescence polarization; inhibition, % at 10.9 µM; hit rate 0.68% among 320,000; AID 2057;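 active = inhibition above the mean inhibition of all tested compounds plus 3 SD, set per campaign, cut at about 40% in these data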;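 note: 0% = DMSO wells and 100% = unlabeled Bim-BH3 peptide control; higher means more loss of mP so more displacement of Bim peptide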
Target sequence (Q07820 whole entry, looked up): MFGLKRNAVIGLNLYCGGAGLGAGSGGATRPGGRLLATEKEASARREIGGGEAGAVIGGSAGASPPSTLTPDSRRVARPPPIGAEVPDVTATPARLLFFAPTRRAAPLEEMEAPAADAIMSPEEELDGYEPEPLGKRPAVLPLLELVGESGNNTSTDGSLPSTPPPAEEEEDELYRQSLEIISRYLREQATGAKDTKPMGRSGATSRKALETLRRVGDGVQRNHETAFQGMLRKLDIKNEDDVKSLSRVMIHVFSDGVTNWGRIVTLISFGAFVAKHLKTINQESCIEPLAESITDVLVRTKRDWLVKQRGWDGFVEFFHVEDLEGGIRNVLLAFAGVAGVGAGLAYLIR
* marks the source's active call; other numbers are inactive results; ? = inconclusive; . = no result given. Not all compounds are listed; the hit share may differ from the screen's.

structure	PME-1 primary	Bcl-xL primary	Fam108B counter	TPT1 inhibitor	PAD4 FP inh	GLD-1 RNA inh	GSTO1 inh	MEX-5 binding	MCL1 BIM primary
CCOC(=O)/C(C#N)=C/Nc1ccccc1NS(=O)(=O)c1cccc(C(C)=O)c1	2	2	1	12	-32	-44	6	-0.6	-6
CCCCCOC(=O)C1C(c2ccccc2)C(C(=O)O)C1c1ccccc1 (configuration not stated)	-4	4	0	0	-4	-1	0	-3.5	-1
Cc1cc2c(N=O)c(NO)ccc2[nH]1	49*	4	33*	-1	-5	-3	22	-8.0	12
Cc1ccccc1C(=O)Nc1ccc(Br)c(C)n1	2	5	-2	-2	-1	-5	-13	0.6	2
C=C[C@@H]1c2c(F)cccc2N(S(=O)(=O)c2ccc(C)cc2)[C@H](c2ccc(OC(C)=O)cc2)C1(C#N)C#N	-22	3	.	.	8	-2	.	.	2
COc1ccc([C@H]2CC(=O)C=C(c3ccc(Cl)c(F)c3)C2)cc1	1	1	.	.	-3	-6	.	.	-9
Cc1ccccc1S(=O)(=O)NCc1ccc(N2CCN(C)CC2)cc1	-1	3	-5	-2	0	-2	1	-0.4	-1
O=C(NCCNC(=O)c1ccccn1)c1ccc(Cl)cc1	-6	-3	-6	-6	0	2	2	-2.2	-8
O=C(NCc1ccc2c(c1)OCO2)c1cccc(S(=O)(=O)N2CCCCC2)c1	8	2	-3	1	1	0	1	0.3	4
Cc1ccc(N=C(NO)c2nonc2N)cc1	-3	3	3	-1	-2	0	-1	-0.9	5
CN(C(=O)c1ccc2c(c1)OCO2)C1(C(=O)NC2CCCCC2)CCCCC1	-8	7	-2	-1	-4	-11	-6	-5.3	9
CC(C)c1ccc(NC(=O)COC(=O)/C=C/c2cccc([N+](=O)[O-])c2)cc1	0	2	-3	-5	-3	5	-3	-0.3	0
Cc1ccc(CC(=O)Nc2ccc([N+](=O)[O-])cc2C)cc1	-10	0	3	-1	1	-4	6	-2.1	-1
O=C(Nc1ccnn1C1CCN(Cc2ccccc2)CC1)C1CCCC1	2	-5	3	-2	-3	2	-5	-0.6	-2
COc1cc(Cl)c(NC2=CC(=O)C(=O)c3ccccc32)c(OC)c1	17	20	.	.	41*	7	.	.	16
COc1cc(C(=O)N2CCN(c3cccc(C)c3C)CC2)cc(OC)c1OC	1	6	0	-4	-1	6	3	1.0	9
O=C(CCCN1C(=O)/C(=C/c2ccccc2)SC1=S)N1CCOCC1	5	2	2	1	-1	2	6	3.8	2
Cn1cccc1/C=C1\SC(=S)N(Nc2ccccc2)C1=O	7	-30	0	42*	-5	-90	13	1.6	-46
CCCCn1c(N)c(N(CCOC)C(=O)c2ccc(S(=O)(=O)N(CC)c3ccccc3)cc2)c(=O)[nH]c1=O	3	-1	-1	-1	0	3	-6	2.4	-1
CCOC(=O)CCNC(=O)Nc1ccc2nc(C)n(Cc3ccc(Cl)cc3)c(=O)c2c1	-1	5	-4	-4	1	8	4	0.9	7
COc1ccccc1CN1C[C@@H]2C[C@@H](c3ccc(C)c(C)c3)N3CCC[C@@]23C1=O	4	-1	-8	9	3	-16	-8	7.4	-3
COc1ccc(Cc2nc(-c3ccc(Cl)cc3)no2)cc1	-2	-1	4	-5	-3	0	2	0.1	3
CC1(C)C(=O)OC(c2c3ccccc3cc3ccccc23)C(C)(C)C1=O (configuration not stated)	-6	3	0	-2	3	4	3	0.9	2
Cc1cccc(CN2C[C@]34C=C[C@@H](C[C@@H]3S2(=O)=O)O4)c1	3	4	1	-2	0	-3	1	-0.7	5
COc1ccc(/C=N/N=C2/NC(=O)CC(C(=O)O)S2)cc1 (configuration not stated)	8	2	4	1	-2	-8	-2	0.5	4
OCCCc1cn(-c2ccccc2)c2ccccc12	2	8	4	-4	-3	-8	6	1.9	9
CC(=O)Nc1ccc(OCC(O)CN2CCN(c3ccccc3Cl)CC2)cc1 (configuration not stated)	-5	-1	0	0	8	7	0	1.4	-4
CCN1C(=O)CC(C(=O)NCCc2ccc(S(N)(=O)=O)cc2)SC1=Nc1ccc(OC)cc1 (configuration not stated)	5	3	-5	-5	-9	5	0	0.4	3
COc1cc(C(=O)O)cc(Br)c1OC1CCCC1	3	2	-1	-4	0	4	-3	-1.6	-4
CCOP(=O)(OCC)c1nc(-c2ccc(Cl)cc2Cl)oc1N1CCOCC1	11	4	-1	1	2	1	-1	1.4	4
CCCCOc1ccc(C(=O)NCC(=O)NNC(=O)C2COc3ccccc3O2)cc1 (configuration not stated)	-11	0	.	.	-2	2	.	.	1
CCCCC(=O)NC1(C(F)(F)F)C(=O)Nc2c1c(=O)n(C)c(=O)n2C (configuration not stated)	-6	3	-4	-3	-3	12	2	0.7	4
CC(C)OCCCNC(=S)NNC(=O)C(c1ccccc1)c1ccccc1	-3	12	0	0	-2	3	-12	-2.4	3
Nn1c(SCC(=O)NC2CCCCC2)nnc1-c1ccccc1F	0	4	.	.	0	0	.	.	-1
O=C1c2nc3cc(-c4ccco4)[nH]n3c(=O)c2CN1C1CCCCC1	1	13	3	2	-3	-1	4	1.4	16
O=C(Nc1ccn(Cc2ccccc2F)n1)c1ccc(COc2ccc(Br)cc2)cc1	-28	2	-24	-1	-4	-5	7	-1.4	11
COc1ccc(OC)c2sc(N(CCCN(C)C)C(=O)c3ccc(S(=O)(=O)N4CCc5ccccc5C4)cc3)nc12	1	-47	0	0	0	1	-4	6.8	-47
Clc1ccc(NC2(c3nnnn3C3CCCCC3)CCCCC2)cc1	-6	8	2	-1	-6	2	-2	1.6	7
O=C(O)CC/C(=N/NC(=O)CNC(=O)C(c1ccccc1)c1ccccc1)c1ccccc1	-5	6	2	1	5	0	10	-0.3	1
Cc1ccc(C)c(S(=O)(=O)N2CCCOC2CNC(=O)C(=O)NCc2ccc3c(c2)OCO3)c1 (configuration not stated)	1	12	0	1	-4	-2	-4	1.0	31
COc1cccc2cc(C(C)N(CCCN3CCOCC3)C(=S)Nc3cccc(C)c3)oc12 (configuration not stated)	-6	0	-1	4	-4	-5	13	0.8	-7
Fc1ccc(CSc2ncnc3c2oc2ccccc23)cc1	2	0	0	2	3	4	-5	.	10
COc1ccc(C)cc1NC(=O)CCS(=O)(=O)c1cccc2nonc12	0	1	2	0	-3	-4	5	0.1	0
Cc1cc(C)c2sc(N(CCCN(C)C)C(=O)c3ccc(S(=O)(=O)N(C)C4CCCCC4)cc3)nc2c1	-2	4	-1	-1	3	0	6	4.1	0
Cc1cccc(NC(=O)c2ccc([N+](=O)[O-])o2)c1	-8	-1	1	3	-16	2	4	1.1	-4
Cc1nnc2n(-c3ccccc3)c(=O)c3c4c(sc3n12)CCCC4	-1	2	-1	-2	0	0	-4	1.2	-5
CCCCNC(=O)N(C)c1nncnc1C(=O)NC	-2	-5	-2	-4	-2	3	-1	0.7	-2
CCCCOc1ccccc1C1C(C(N)=O)=C(C)Nc2nnnn21 (configuration not stated)	7	3	-5	0	5	-3	7	-2.4	-1
CCOc1cc(/C=C2/C(=O)ON=C2C)ccc1OCc1ccccc1F	0	9	1	1	-7	-2	9	?	17
CC(=O)Nc1ccc(NC(=O)C(C)OC(=O)C2CCC2)cc1 (configuration not stated)	0	2	-2	1	0	9	8	1.8	-3

(further entries)
structure	PME-1 primary	Bcl-xL primary	Fam108B counter	TPT1 inhibitor	PAD4 FP inh	GLD-1 RNA inh	GSTO1 inh	MEX-5 binding	MCL1 BIM primary
CCCCCC(=O)NNC(=O)c1c(O)c2ccccc2n(CC)c1=O	-7	7	-2	2	-2	3	8	1.0	7
O=C(NCCc1ccccc1)c1ccco1	1	5	0	-2	-4	3	2	1.9	8
CCc1ccc2[nH]c(=O)c(CN(Cc3ccco3)C(=S)NCC3CCCO3)cc2c1 (configuration not stated)	5	5	6	-4	-1	10	3	4.1	8
CCc1ccc(CNCc2cccnc2)cc1	3	2	0	-5	2	2	3	0.3	5
O=C(COC(=O)Cc1ccc(S(=O)(=O)N2CCCCC2)s1)Nc1ccc2c(c1)OCO2	-5	0	2	10	-7	-7	3	1.3	0
CC(CCC(=O)O)C1CC[C@H]2C3CCC4CC(=O)CCC4(C)[C@H]3CC(=O)C12C (some centres not stated)	-4	2	-1	2	-1	0	-1	1.5	0
O=C(O)c1cc(NC(=O)c2ccc3c(c2)C(=O)N(Cc2cccnc2)C3=O)cc(C(=O)O)c1	0	5	-2	0	-2	-1	-2	0.7	10
COc1ccc(CNC(=O)CN(C(=O)c2csnn2)c2cccc(C(C)=O)c2)cc1	-4	4	-1	0	0	5	0	0.4	1
O=C1Nc2ncccc2OC1CCO (configuration not stated)	-3	6	-1	0	1	-5	-1	0.4	5
CCOc1ccccc1N(C(=O)Cn1nnnc1-c1ccc(C)o1)C(CC)C(=O)NC(C)(C)C (configuration not stated)	0	1	-2	0	1	1	4	2.1	4
Cc1c(C(=O)OCCOc2ccc(Br)cc2)sc(=S)n1C	4	7	1	0	-1	-4	12	1.6	14
CC(C)CCNC(=O)CN(C(=O)CCC(=O)Nc1ccccn1)c1ccc2c(c1)OCO2	-12	7	0	-2	3	8	11	1.4	2
CC(C)CCNC(=O)c1onc(CSc2ccc(F)c(F)c2)c1C(=O)NCCC(C)C	-9	5	-3	-1	-3	-5	5	-0.4	2
Cc1ccc([N+](=O)[O-])cc1S(=O)(=O)Nc1ccc(OCC(=O)N2CCOCC2)cc1	2	4	0	-4	-1	-6	5	0.8	9
O=C(COc1cccc2c1CCN(Cc1ccc(Cl)cc1)C2=O)N1CCOCC1	5	-2	1	3	-3	-6	-14	0.3	-6
C=CCNC(=O)Nc1ccc(Cl)cn1	1	-3	-2	3	1	3	-3	-0.8	-2
Cc1ccc(NC(=O)Cn2nnc(C(=O)NCc3cccs3)c2N)cc1	-2	6	-4	-1	2	4	4	-2.1	5
Cc1ccc2cc(C)c(N3CCN(c4ccc(F)cc4)CC3)nc2c1	-4	6	2	-4	2	6	1	1.5	14
COc1cccc(NC(=O)OCCN2CCN(Cc3ccccc3)CCC2=O)c1	1	-3	-1	1	4	2	8	1.8	-1
CCCc1cc(=O)[nH]c(SCC(=O)c2c(N)n(CC(C)C)c(=O)n(C)c2=O)n1	-2	-1	3	-3	4	8	-13	-1.3	-1
NC(N)=NC1=NC(=O)/C(=C/c2ccccc2-n2cccn2)S1	6	1	-2	1	1	3	-8	-5.3	3
Cc1[nH]c2ccccc2c1C(=O)CN1CCCC(C)C1 (configuration not stated)	-9	2	1	0	-1	-3	9	-0.7	-7
O=C(NCCN1CCOCC1)c1cn(-c2ccccc2)nc1-c1cccs1	-4	8	-7	-2	-8	3	1	1.3	1
CN(C)CCOc1ccc2c(c1)Sc1ccccc1CC2=O	-11	2	3	-3	-5	13	6	0.4	3
COc1ccccc1CC(=O)NNC(=O)c1ccco1	-4	-1	-3	-1	0	-3	-3	-1.9	1
Cn1c2ccc(CC(=O)O)cc2c2cc(CC(=O)O)ccc21	-3	5	-4	-2	-1	-2	-2	-0.4	15
COCCNC(=O)CCSc1nc(-c2ccc(OC)cc2)cc(C(F)(F)F)n1	2	2	4	-3	7	5	-8	2.1	6
Cc1ccccc1OCCN1C(=O)c2ccccc2C1=O	2	-2	-1	-2	2	3	1	-3.1	-2
